Screens: PubChem BioAssay, several laboratories
DAX1 inh-1: DAX1 (NR0B1) inhibitors on StAR promoter, primary screen, cell-based, luminescence, SF-1 (NR5A1), full-length DAX-1; AID 652010, 2013; 370,000 tested, 1.1% active; HEK293T StAR-luciferase reporter, SF-1/DAX-1 repression relief; inhibition, % at 6.8 µM;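 active means inhibition above the mean over all tested compounds plus 3 SD, cut at about 3.6% in these data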;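 further: 0% = DAX-1 cells with DMSO and 100% = cells lacking DAX-1 with DMSO; higher inhibition means more luminescence from relief of DAX-1 repression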
ssDAF-12 act: S. stercoralis DAF-12 nuclear receptor activators, primary screen, cell-based, luminescence, HEK293, GRIP1 co-expression, lit1-tk-luc. Nuclear hormone receptor DAF-12 (Strongyloides stercoralis). HEK293 ssDAF-12/GRIP1 lit1-tk-luc reporter; % of 3 µM dafachronic acid response. activation, % at 6.8 µM. 370,000 tested, 1% active. AID 652126, 2013;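 active means activation above the mean over all tested compounds plus 3 SD, cut at about 0.9% in these data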;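 further: 0% = DMSO-only wells and 100% = 3 µM delta7-dafachronic acid wells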
HGIII-sPLA2 inh: human group III sPLA2 inhibitors, primary screen, biochemical, QFRET, BODIPY PC-A2 liposome substrate; inhibition, % at 12.2 µM; AID 743126, 2013; Group 3 secretory phospholipase A2 (Homo sapiens), Q9NZ20; 370,000 tested, 0.56% active; QFRET BODIPY PC-A2 liposome hydrolysis, fluorescence;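 active means inhibition above mean plus 3 SD of compounds lying within the high and low control bounds, cut at about 19% in these data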;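 further: 0% = median of test compound wells and 100% = no enzyme DMSO wells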
DAX1 inh-2: DAX1 (NR0B1) inhibitors, primary screen, cell-based, HEK293, Gal4-DAX1, luciferase luminescence | inhibition, % at 6.75 µM | AID 504766, 2011 | 340,000 tested, 0.99% active | Nuclear receptor subfamily 0 group B member 1 (Homo sapiens), P51843 | HEK293 Gal4-DAX1 luciferase reporter;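 active means inhibition above the mean over all tested compounds plus 3 SD, cut at about 4.2% in these data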;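 further: 0% = DAX1-transfected cells with DMSO and 100% = empty-vector control cells with DMSO; inhibition shows as a rise in luminescence from relieved DAX1 repression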
GC-B act: human GC-B receptor activators, primary screen, HEK293 GC-B cells, cGMP TR-FRET, EC30 CNP. Atrial natriuretic peptide receptor 2 (Homo sapiens), P20594. 0% at EC30 CNP, 100% saturating CNP. activation, % at 10 µM. 370,000 tested, 0.11% active. AID 1920062, 2024;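 active means activation at 10 µM reaching about 35% in either raw or pattern-adjusted values, limit read from the data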
Target sequence (P20594 whole entry, looked up): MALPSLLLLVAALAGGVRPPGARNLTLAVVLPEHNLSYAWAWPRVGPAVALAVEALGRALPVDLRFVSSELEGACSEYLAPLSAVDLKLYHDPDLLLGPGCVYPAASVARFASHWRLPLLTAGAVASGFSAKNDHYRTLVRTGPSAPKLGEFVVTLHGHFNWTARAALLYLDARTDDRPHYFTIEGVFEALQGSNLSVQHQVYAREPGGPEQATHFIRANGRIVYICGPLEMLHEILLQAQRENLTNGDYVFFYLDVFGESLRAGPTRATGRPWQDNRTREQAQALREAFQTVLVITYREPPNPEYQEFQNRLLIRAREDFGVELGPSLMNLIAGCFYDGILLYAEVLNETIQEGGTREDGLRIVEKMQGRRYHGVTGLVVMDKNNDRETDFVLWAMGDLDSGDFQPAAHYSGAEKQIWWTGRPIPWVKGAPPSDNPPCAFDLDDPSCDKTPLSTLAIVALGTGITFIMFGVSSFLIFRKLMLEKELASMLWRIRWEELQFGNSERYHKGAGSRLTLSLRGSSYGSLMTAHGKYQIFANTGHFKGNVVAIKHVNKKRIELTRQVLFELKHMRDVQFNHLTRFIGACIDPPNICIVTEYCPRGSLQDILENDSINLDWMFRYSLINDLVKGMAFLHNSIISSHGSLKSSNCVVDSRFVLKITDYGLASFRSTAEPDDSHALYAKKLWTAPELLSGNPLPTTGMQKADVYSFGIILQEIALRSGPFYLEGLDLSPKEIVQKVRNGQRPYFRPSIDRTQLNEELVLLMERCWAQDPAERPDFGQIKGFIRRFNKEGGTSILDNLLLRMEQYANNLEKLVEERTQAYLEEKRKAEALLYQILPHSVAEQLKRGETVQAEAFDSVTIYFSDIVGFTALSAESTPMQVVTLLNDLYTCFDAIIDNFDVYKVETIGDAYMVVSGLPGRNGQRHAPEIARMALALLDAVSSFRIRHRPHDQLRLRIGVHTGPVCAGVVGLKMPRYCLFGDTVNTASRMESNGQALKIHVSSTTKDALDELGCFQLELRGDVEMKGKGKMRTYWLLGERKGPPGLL
NPR1 activator: GC-A stimulated cGMP production enhancers – HEK293 GC-A cells, cGMP TR-FRET, EC30 ANP, primary screen | 370,000 tested, 0.14% active | activation, % at 10 µM | Atrial natriuretic peptide receptor 1 (Homo sapiens), P16066 | 0% at EC30 ANP, 100% saturating ANP; in the data active means activation above about 40%
hgDAF-12 ag: H. glycines DAF-12 receptor agonists, primary screen, cell-based, luminescence, HEK293, GAL4 fusion, UAS-luciferase. HEK293 GAL4-hgDAF12 UAS-luciferase reporter, agonist luminescence; normalized to butyrate control. activation, % at 6.8 µM. 370,000 tested, 1.8% active;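 active means activation above a cutoff set at the mean of all screened compounds plus 3 SD, cut at about 10% in these data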;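 further: 0% = DMSO wells and 100% = sodium butyrate wells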
SMARCA2 activ: SMARCA2 (BRM) function activators, primary screen, cell-based, luminescence, high throughput; 370,000 tested, 1% active; AID 652017, 2013; MG213 cells, MMTV-luciferase reporter, dexamethasone, overnight; activation, % at 9.1 µM; in the data active means activation above about 7.8%;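 further: 0% = vehicle wells and 100% = reference activator wells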
GAA850 FXN act: FXN promoter activators, primary screen, cell-based, luciferase luminescence, HEK293 lucGAA850; HEK293 lucGAA850 FXN promoter luciferase reporter, 24 h; percent of 10 µM SAHA response; activation, % at 6 µM; 360,000 tested, 0.56% active; AID 540364, 2011;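 active means activation above the average of all compounds screened plus 3 SD, cutoff fixed separately per campaign, cut at about 7.5% in these data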;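 further: 0% = DMSO wells and 100% = 10 µM SAHA wells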
hcDAF-12 act: H. contortus DAF-12 nuclear receptor activators, primary screen, cell-based, luminescence, HEK293, lit1-tk-luc reporter; 370,000 tested, 1.4% active; HEK293 hcDAF-12 lit1-tk-luc reporter; 0% DMSO, 100% Δ7-dafachronic acid; activation, % at 6.8 µM;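 active means activation above the mean of all tested compounds plus 3 SD, cut at about 5.5% in these data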;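 further: 100% = response to 3 µM Δ7-dafachronic acid high control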
KLK7 zymogen act: proKLK7 zymogen activators, primary screen, biochemical, fluorescence intensity; Kallikrein-7 (Homo sapiens), P49862; purified proKLK7, EDANS-DABCYL substrate fluorescence; 100% is mature enzyme control, 0% vehicle; activation, % at 7 µM; 370,000 tested, 0.9% active; AID 652039, 2013;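 active means activation above the mean of all tested compounds plus 3 SD, computed per campaign excluding outliers beyond control limits, cut at about 13% in these data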
* = called active by the depositor; nt = not tested or not shown. An unsorted share of the library; 6.7% or so of the library scored in one or more.

#	Compound	GAA850 FXN act	DAX1 inh-2	GC-B act	KLK7 zymogen act	ssDAF-12 act	DAX1 inh-1	hcDAF-12 act	hgDAF-12 ag	NPR1 activator	SMARCA2 activ	HGIII-sPLA2 inh
1	CCS(=O)(=O)N1CCCC(C(=O)NCCN(C)Cc2ccccc2)C1 (stereo not given)	-2.0	0.4	3	-0.2	-1.3	-0.5	-1.5	-0.7	12	-1	5
2	CN(Cc1ccccc1)C(=O)c1ccc(NC(=O)Cc2cccc(NC(=O)C3CCN(C(=O)C4CCCCC4)CC3)c2)cc1	0.5	-0.8	1	0.0	-1.0	-0.2	-1.4	-3.0	3	0	-45
3	CC1=NC2=CC=CC3=NC(C(Cl)(Cl)Cl)=NC(=N1)N23	nt	nt	-1	-1.0	-0.6	-0.7	1.9	3.5	6	-4	1
4	CCOC(=O)C1CCN(C(=O)COc2ccc(Br)cc2Br)CC1	1.2	2.5	nt	0.4	-1.8	-0.7	-1.0	-1.5	nt	0	-7
5	CCCc1nc(-c2ccccc2)c(-c2ccc(OC)c(OC)c2)c(=O)[nH]1	0.5	0.4	1	0.8	-1.5	0.0	-0.7	0.8	4	-2	5
6	CCC12CN3CC(CC)(CN(C1)C3c1ccccc1Cl)C2O (stereo not given)	2.0	0.0	1	-0.3	-1.1	-0.6	1.3	-0.4	0	-1	-1
7	O=C(Nc1nnc(/C=C/c2ccccc2)s1)c1ccco1	2.0	-1.1	1	1.2	1.6*	-0.2	0.2	4.6	-5	0	-4
8	COc1ccc(-c2cc(C(=O)NCc3cn(C)nc3C)c3ccccc3n2)cc1OC	0.1	-0.3	-4	0.7	-1.5	-1.1	-1.1	0.5	5	0	0
9	Oc1ccc(/C=N/Nc2ccnc3cc(Cl)ccc23)c(O)c1O	-1.0	-0.1	-5	0.3	-1.2	-0.4	-1.6	0.1	-8	-2	-7
10	O=C(c1ccc(F)cc1)N1CCN2C(=O)c3ccccc3C12c1ccc(Cl)cc1 (stereo not given)	-3.1	4.2*	0	-0.6	-0.8	0.2	-1.6	-3.6	-9	-5	4
11	C/C(=N\NC(=O)c1csc(C)c1C)c1ccc(Cl)s1	2.6	2.7	1	-0.4	-0.5	-0.1	1.3	2.5	-4	3	2
12	CC1CCCN(C(=O)CNS(=O)(=O)c2cccs2)C1 (stereo not given)	0.5	1.3	3	0.2	-0.7	0.7	-0.6	2.8	1	0	2
13	COc1ccc(/C=N/OCc2nc3c4c(ncn3n2)Oc2ccc3ccccc3c2C4c2ccccc2)cc1 (stereo not given)	-1.6	0.4	-1	0.6	-0.3	0.9	2.6	1.0	0	3	-2
14	COCCN(C(=O)COC(=O)CCOc1ccccc1C)c1c(N)n(Cc2ccccc2)c(=O)[nH]c1=O	-0.4	0.1	2	0.5	-0.5	-0.9	-0.2	0.7	1	-2	-8
15	Cc1cc(C)n(CCCNC(=O)c2ccco2)n1	-0.4	0.1	6	0.1	-0.7	0.4	-1.7	0.5	-2	-3	7
16	Cc1ccc2nc(-c3ccncc3)cc(-c3ccccc3)c2c1	-2.8	1.2	-11	-0.8	-1.3	-1.6	-2.0	-0.7	-17	-2	-2
17	Cc1c(NS(=O)(=O)c2ccc(N3CCCCC3)c([N+](=O)[O-])c2)c(=O)n(-c2ccccc2)n1C	1.7	-1.6	4	-0.3	-0.3	0.2	-0.3	1.2	4	-3	-20
18	CCc1cccc(C)c1NS(=O)(=O)c1cc(Br)cnc1N	-1.3	0.8	-12	0.4	-0.7	0.8	-1.2	-2.3	-15	1	-12
19	COc1ccccc1N1CCN(S(=O)(=O)/C=C/c2ccccc2)CC1	-1.2	0.2	-6	-0.2	-1.0	0.1	-0.8	-0.9	-2	-1	-14
20	CCOC(=O)/C=C1\SCC(=O)N1CC(=O)NC(C)c1ccc(F)cc1 (stereo not given)	1.8	-0.4	-3	-0.4	-1.8	0.1	-2.3	0.5	-1	-3	-5
21	c1ccc(-c2cc3nc(NCc4cccs4)ccn3n2)cc1	4.0	nt	-1	-1.5	0.7	7.8*	10*	12*	-3	0	-11
22	Cc1cccc(NC(=O)CSc2nc3[nH]ncc3c(=O)[nH]2)c1	1.1	1.0	1	-0.4	-0.2	0.5	-1.8	-0.3	2	-3	-6
23	COc1cccc2cc(C(=O)NC3CC4CCC3C4)oc12 (stereo not given)	0.7	2.2	1	-0.4	-1.4	0.6	-0.1	-0.1	-1	0	4
24	CCCCC(=O)Oc1c(S(=O)(=O)c2ccccc2)c(C)nn1C(C)(C)C	1.5	-0.9	-1	-0.7	-1.2	-0.2	4.4	-3.5	-3	-3	-1
25	Cc1nc(C)n(C(C)CNC(=O)c2ccccc2)n1 (stereo not given)	1.3	1.7	0	-0.2	-1.8	-0.2	-0.2	-0.2	0	2	5
26	Cc1ccc(Cl)cc1N1CCN(Cc2cc(=O)n3ccsc3n2)CC1	-2.4	-0.1	2	0.4	-1.9	-0.7	-1.8	-5.6	-2	-1	1
27	Cc1cc(C)n(Cc2ccccc2F)c(=O)c1C#N	1.1	1.8	-1	0.2	-1.4	0.8	0.5	0.0	0	4	5
28	O=C(Nc1cccc([N+](=O)[O-])c1)Nn1cnnc1	0.9	0.0	-2	-0.2	-1.1	1.6	-0.2	0.7	3	-2	4
29	CN(CCCn1ccc(N)nc1=O)Cc1ccco1	0.3	-0.5	-4	0.3	-1.4	0.1	-0.6	-2.0	2	-3	1
30	CC(/C=C1\SC(=O)N(CCCC(=O)O)C1=O)=C\c1ccccc1	-12	-4.9	-4	0.4	-4.0	-3.8	-11	-21	4	-10	-5
31	CC(=O)CC[C@@H]1CC[C@]2(CCCN(C(=O)c3ccno3)C2)O1	nt	nt	-4	-0.1	0.0	0.0	-0.6	-0.9	6	-1	4
32	CCn1c(SCC(=O)N2CC(C)OC(C)C2)nc2c([nH]c3ccccc32)c1=O (stereo not given)	2.0	1.1	-1	0.6	0.2	0.4	6.5*	1.2	-2	-1	9
33	O=C(CCC(=O)N1CCOc2ccccc21)NCc1ccccn1	-1.1	1.6	9	-0.4	-1.3	-0.2	4.4	4.9	3	6	3
34	COc1cc2c(cc1OC)C(C(=O)NCC1COc3ccccc3O1)C(c1cccnc1)N(C)C2=O (stereo not given)	nt	nt	2	0.1	-1.4	0.1	-0.8	0.4	5	0	1
35	CC1CN(C(=O)c2cccc(Oc3ccccc3)c2)CC(C)O1 (stereo not given)	-0.1	-0.1	3	0.0	-0.9	-0.8	-1.6	-0.7	-2	0	2
36	CC1(C(=O)NS(=O)(=O)c2cccc(C#N)c2)CCN1C(=O)C/C=C/c1ccccc1 (stereo not given)	-0.1	nt	1	0.2	-1.0	0.1	-0.3	0.8	2	-4	13
37	Clc1ccc(-n2nnnc2CN2CCOCC2)cc1	2.4	6.0*	-3	0.4	-1.4	-0.7	-0.2	-0.6	4	-6	0
38	COc1ccc(NC(=O)C(C)Sc2nnc(C3CC3)n2C2CC2)cc1 (stereo not given)	-0.2	-0.8	-2	-0.2	-1.0	-0.7	-1.8	4.5	2	-1	9
39	CCC(C)N1C(=O)S/C(=C/c2ccc(Sc3nc4ccccc4[nH]3)o2)C1=O (stereo not given)	0.9	-2.5	-3	-8.8	-2.4	-2.8	-2.6	-3.5	-11	-6	-6
40	Cc1cccn2c(=O)nc(SCC(=O)c3ccccc3)nc12	2.2	-0.9	-4	-0.2	-0.9	1.9	0.1	1.4	7	-2	3
41	CCc1ccc(-c2cc3c(=O)n(CC(=O)NCCCN4CCN(Cc5ccccc5)CC4)nc(C)n3n2)cc1	5.6	0.5	-15	0.3	0.9	0.2	4.2	2.6	3	0	0
42	Cc1ccc(S(=O)(=O)c2cc3c(=O)n4ccccc4nc3n(CCc3ccccc3)c2=N)cc1	2.9	-0.4	-1	-0.6	-0.3	0.1	-0.7	1.8	11	-2	2
43	CC(C)(Oc1ccc(Cl)cc1)C(=O)NC1=NN(c2ccccc2)C(=O)C1	2.1	-0.1	-1	0.8	-1.4	-0.3	0.8	-2.1	0	7	-16
44	O=C(c1cccs1)N1CC[C@H]2[C@H](CCCN2Cc2cc(F)cc(F)c2)C1	nt	nt	-3	0.4	-1.7	0.2	-1.1	-0.8	2	-1	10
45	CCc1ccc(C(C)NC(=O)c2cccs2)cc1 (stereo not given)	1.2	-0.3	3	0.6	-1.4	-0.1	-1.2	-1.4	-1	1	-7
46	COc1ccc(C(=O)C[n+]2cccc3cc(C)ccc32)cc1	2.6	-1.0	6	0.2	-1.4	-0.4	-2.1	-1.6	3	-2	2

Limited to hgDAF-12 ag, hcDAF-12 act and DAX1 inh-1 (5 entries from above):
no. | canonical_smiles | hgDAF-12 ag | hcDAF-12 act | DAX1 inh-1
37 | Clc1ccc(-n2nnnc2CN2CCOCC2)cc1 | -0.6 | -0.2 | -0.7
38 | COc1ccc(NC(=O)C(C)Sc2nnc(C3CC3)n2C2CC2)cc1 (stereo not given) | 4.5 | -1.8 | -0.7
39 | CCC(C)N1C(=O)S/C(=C/c2ccc(Sc3nc4ccccc4[nH]3)o2)C1=O (stereo not given) | -3.5 | -2.6 | -2.8
40 | Cc1cccn2c(=O)nc(SCC(=O)c3ccccc3)nc12 | 1.4 | 0.1 | 1.9
41 | CCc1ccc(-c2cc3c(=O)n(CC(=O)NCCCN4CCN(Cc5ccccc5)CC4)nc(C)n3n2)cc1 | 2.6 | 4.2 | 0.2

3 compounds from above, ordered by their value in HGIII-sPLA2 inh, low to high:
entry	Molecule	GAA850 FXN act	DAX1 inh-2	GC-B act	KLK7 zymogen act	ssDAF-12 act	DAX1 inh-1	hcDAF-12 act	NPR1 activator	SMARCA2 activ	HGIII-sPLA2 inh
35	CC1CN(C(=O)c2cccc(Oc3ccccc3)c2)CC(C)O1 (stereo not given)	-0.1	-0.1	3	0.0	-0.9	-0.8	-1.6	-2	0	2
31	CC(=O)CC[C@@H]1CC[C@]2(CCCN(C(=O)c3ccno3)C2)O1	nt	nt	-4	-0.1	0.0	0.0	-0.6	6	-1	4
44	O=C(c1cccs1)N1CC[C@H]2[C@H](CCCN2Cc2cc(F)cc(F)c2)C1	nt	nt	-3	0.4	-1.7	0.2	-1.1	2	-1	10
